# Smad3 FoxH1 inh = Smad3 (human) transcription factor binding inhibition. 0.29% of 88,000 active. inhibition, % at 25 µM. P84022. AID 630. TR-FRET Smad3/Dy647-FoxH1 peptide binding, europium anti-His;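 active = compounds that reduce the energy-transfer binding signal between the protein and its labelled peptide by more than half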;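 note: 0% = Smad3 plus labelled peptide maximal FRET and 100% = peptide-only background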
# Target sequence (P84022 whole entry, looked up): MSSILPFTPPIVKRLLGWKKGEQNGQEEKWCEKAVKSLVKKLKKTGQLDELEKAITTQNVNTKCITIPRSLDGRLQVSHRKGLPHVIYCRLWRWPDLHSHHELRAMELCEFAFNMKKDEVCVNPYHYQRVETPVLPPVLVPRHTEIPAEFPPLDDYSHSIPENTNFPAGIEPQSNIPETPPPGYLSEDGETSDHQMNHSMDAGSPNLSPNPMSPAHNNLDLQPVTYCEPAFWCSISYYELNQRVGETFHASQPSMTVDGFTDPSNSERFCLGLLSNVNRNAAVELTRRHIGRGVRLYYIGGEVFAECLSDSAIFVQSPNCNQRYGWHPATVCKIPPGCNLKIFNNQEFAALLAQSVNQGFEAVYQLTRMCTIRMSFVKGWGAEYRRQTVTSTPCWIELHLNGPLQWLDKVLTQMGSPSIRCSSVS
# HUVEC prolif 384 = inhibitors of human endothelial cell proliferation | 1.1% of 86,000 active | HUVEC proliferation, CellTiter-Glo luminescence, 72 h; stronger effect = lower value | viability, % at 10 µM (by protocol);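 active = viability at or below 30%; inactive = viability above 30%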;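 note: 100% = median luminescence of DMSO-only cell control wells on each plate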
# Candida biofilm = kills Candida albicans biofilms | C. albicans biofilm + clotrimazole, Alamar Blue | inhibition, % at 6 µM | 0.14% of 85,000 active;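 active = inhibition above 20%; inactive = inhibition below 20%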;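 note: preformed 24 hr biofilms exposed to compound for 48 hr; 0% = biofilm without compound and 100% = blank killed by clotrimazole plus chlorhexidine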
# Fibroblast inh = blocks proliferation of human lung fibroblasts. viability, % at 10 µM. 1.1% of 85,000 active. LL 47 human lung fibroblast viability, ATP luminescence; stronger effect = lower value;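 active = viability at or below 50% in the single dose screen; inactive = viability above 50%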;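 note: compound exposure lasted 72 h before the ATP readout; 100% = median luminescence of untreated cell-only wells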
#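 Material: Human LL 47 lung fibroblast cells | Input: 1,150 cells/well | Buffer or medium: IMEM plus 15% FBS | Compound dosing: 0.1% DMSO in all compound wells | Times: Overnight cell rest, 72 h compound treatment at 37 °C | Signal: CellTiter-Glo luminescence measuring cellular ATP | Measure: % viability versus median cells-only luminescence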
# H69AR growth 86K = blocks growth of human H69AR lung tumor cells; H69AR lung tumor viability, ATP luminescence, 72 h; stronger effect = lower value; viability, % at 10 µM; 6% of 85,000 active;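 active = viability at or below 40%; inactive = viability above 40%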;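 note: multidrug resistant small cell line overexpressing MRP-1 efflux transporter; 100% = mean luminescence of untreated control wells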
# sEH act = activators of human soluble epoxide hydrolase | P34913 | purified human sEH enzymatic activity, activator screen | activation, % at 2 µM | 0.04% of 91,000 active; in the data active = activation above about 37%; note: values of inactives mirror those of a sister screen read the other way
# ERa coact pot = enhances coactivator binding to human estrogen receptor alpha; TR-FRET ERalpha-LBD/SRC-Cy5 coactivator binding, 2 h; 100 = basal binding, no effect; 1.3% of 86,000 active; coactivator binding (% of control), % at 25.6 µM; in the data active = activity above about 200%;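 note: binding measured in presence of low estradiol as agonist stimulus; 0% = peptide alone without receptor and 100% = receptor with peptide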
# ERa coact inh = blocks coactivator binding to human estrogen receptor alpha. P03372. TR-FRET ER-alpha LBD / SRC-1 peptide, estradiol-bound. inhibition, % at 25.6 µM. 1.7% of 86,000 active; in the data active = inhibition above about 50%;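 note: 0% = receptor plus peptide control and 100% = peptide only without receptor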
# ERb coact inh = blocks coactivator binding to human estrogen receptor beta. 1.3% of 86,000 active. inhibition, % at 25.6 µM. TR-FRET ER-beta LBD / SRC1-Cy5 peptide binding; receptor agonist-loaded with 1 µM estradiol. AID 633. Q92731;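 active = compounds whose percent inhibition of the receptor-coactivator binding signal exceeds about 50% in the single-dose screen, limit read from the data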;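 note: 0% = receptor plus peptide wells without compound and 100% = peptide-only wells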
# Target sequence (Q92731 whole entry, looked up, the tested form may be a part): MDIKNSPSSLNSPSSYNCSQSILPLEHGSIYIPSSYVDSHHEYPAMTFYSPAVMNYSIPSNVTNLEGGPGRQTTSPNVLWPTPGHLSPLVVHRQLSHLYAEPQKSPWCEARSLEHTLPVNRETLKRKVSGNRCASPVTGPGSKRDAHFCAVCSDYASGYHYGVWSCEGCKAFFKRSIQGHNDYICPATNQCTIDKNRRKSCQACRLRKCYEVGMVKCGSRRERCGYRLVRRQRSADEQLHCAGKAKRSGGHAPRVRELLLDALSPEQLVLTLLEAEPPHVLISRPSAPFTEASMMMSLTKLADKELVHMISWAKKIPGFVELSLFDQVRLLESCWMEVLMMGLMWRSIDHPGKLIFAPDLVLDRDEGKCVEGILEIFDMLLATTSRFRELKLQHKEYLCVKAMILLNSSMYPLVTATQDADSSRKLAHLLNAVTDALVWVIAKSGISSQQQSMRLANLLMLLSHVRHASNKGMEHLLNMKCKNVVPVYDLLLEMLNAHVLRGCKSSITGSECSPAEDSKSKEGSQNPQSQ
# An asterisk follows results filed as active; . = not tested or not shown; [ ] = another dose, or the depositor's remark. These rows are one share of the data; the hit share may differ from the screen's.
structure	Smad3 FoxH1 inh	HUVEC prolif 384	Candida biofilm	Fibroblast inh	H69AR growth 86K	sEH act	ERa coact pot	ERa coact inh	ERb coact inh
COc1ccccc1OCc1nc(C#N)c(N2CCC(C(N)=O)CC2)o1	-7	100	0	103	98	.	114	2	-4[fluorescence artefact?]
COCCCNC(=O)CC1Oc2ccccc2NC1=O (stereo not drawn)	1	105	7	98	107	-5	128	-3	48
COC(=O)c1ccc(Oc2cc(C)nc(NCc3ccccc3)n2)cc1	9[fluorescence artefact?]	94	-3	99	85	11	109[fluorescence artefact?]	0	-3
NS(=O)(=O)c1cc(C(=O)N2CCc3ccccc32)c(Cl)cc1Cl	-7	106	6	92	67	16	104	-10	-10
O=C1CCCCCN1C(=O)c1ccc(C(=O)N2CCCCCC2=O)cc1	10	117	9	104	99	-11	113	-8	-8
CC(C)n1c(C(=O)OCC(=O)NCc2ccc3c(c2)OCO3)cc2sccc21	-4	63	3	98	46	-18	99	-26[fluorescence artefact?]	-22
Cc1ccc(-n2c(=O)c3sccc3n(CC(=O)NCc3ccco3)c2=O)cc1	2	99	-7	99	80	21	119	-6	-6
Cn1cnnc1SCC(=O)c1c[nH]c2ccccc12	11	94	.	99	82	.	88[fluorescence artefact?]	0	-6
COc1ccc(CN2CCCCC2C)c(C)c1C (stereo not drawn)	6	95	0	100	84	2	108	5[fluorescence artefact?]	5[fluorescence artefact?]
O=C(COC(=O)c1cccc(NC(=O)c2ccco2)c1)c1ccc(Br)cc1	2	80	4	96	91	0	101	-1	17
O=S(=O)(NCCc1csc(-c2ccc(C(F)(F)F)cc2)n1)c1ccc2c(c1)OCCO2	-8	88	5	101	83	1	109[fluorescence artefact?]	-10	5
CCOCCCN(C(=O)c1ccco1)C(C(=O)NC1CCCC1)c1cccc(OC)c1OC (stereo not drawn)	-6	88	4	92	88	7	98	7	5
Cc1ccc(S(=O)(=O)CC(C)N2CCN(C3CCCCC3)CC2)cc1 (stereo not drawn)	-2	114	1	95	84	5	99	-2	-4
CCOC(=O)c1cc2c(=O)n3cccc(C)c3nc2n(CC2CCCO2)c1=NC(C)=O (stereo not drawn)	-7	105	13	100	52	-6	76[fluorescence artefact?]	15	13[fluorescence artefact?]
COc1ccc(-c2nn3c(-c4ccc(F)cc4)nnc3s2)cc1	3[fluorescence artefact?]	107	9	95	70	10	95[fluorescence artefact?]	24[fluorescence artefact?]	14[fluorescence artefact?]
Cn1c(=O)c2c(nc(Oc3ccc(-c4ccccc4)cc3)n2C)n(C)c1=O	-2	86	-1	104	58	14	116	5	-6
COCCCN1C(=O)C(=O)/C(=C(/O)c2ccccc2)C1c1ccc(N(C)C)cc1 (stereo not drawn)	-4	108	-2	103	95	.	117	-3	-4
O=C(CSCc1ccc(Br)cc1)N1CCOCC1	9	107	1	83	113	-4	80[fluorescence artefact?]	-2	-1
Cc1nnsc1C(=O)NNS(=O)(=O)c1ccccc1	0	86	6	98	107	0	97	-7	-8
CC(C)(C)c1cc(CN2CCCCC2)cc(C(C)(C)C)c1O	16	99	2	103	97	-11	104	6	-2
N#CCCn1c(SCC(=O)NCc2ccco2)nc2ccccc21	7	96	-6	98	88	-1	100	4	11
CC(NC(=O)c1ccco1)C(=O)Nc1nc(-c2ccccn2)cs1 (stereo not drawn)	2	94	11	97	47	2	64	30	42
O=S(=O)(NCCc1ccccn1)c1ccc(F)c(F)c1	-10	105	0	104	99	.	92	-7	1
CCOC(=O)C1=C(C)N(C)C(C)=C(C(=O)OCC)C1c1ccccc1	5	99	7	99	97	6	97	-14	-10
O=C(CSc1nnc2scc(-c3ccccc3)n12)NCC1CCCO1 (stereo not drawn)	-12	98	-1	103	92	1	107	22[fluorescence artefact?]	2
CC(C)c1nc2ccc(NC(=O)C3CCCCC3)cc2[nH]1	-9	87	5	115	88	18	104	0	-2
CC(C)OC(=O)CSc1nnc(-c2ccc(Cl)cc2Cl)o1	-7	101	9	102	94	.	123[fluorescence artefact?]	-3	-4[fluorescence artefact?]
CCOc1cc(C2NC(=O)NC(c3ccccc3)=C2C(C)=O)ccc1OCC(N)=O (stereo not drawn)	-7	87	8	100	84	.	92[fluorescence artefact?]	-4	-3
CCCCCn1c(SCCc2ccccc2)nc2c1c(=O)[nH]c(=O)n2C	6	47	3	91	67	-4	112	-4	-1
CC(=O)c1sc(Nc2nc3ccc(F)cc3s2)nc1C	-4	57	7	94	21*	-1	100	34	15
Cc1ccc(-c2noc(CCC(=O)NCc3ccco3)n2)cc1	-6	96	0	94	87	11	94	-8	-9
Cc1cccc(NC(=O)Nc2ccc3c(c2)N(C)C(=O)CS3)n1	-3	92	6	102	75	-12	97	-4	10
O=C(CSc1ccc2nnc(-c3ccc(Cl)cc3)n2n1)N1CCc2ccccc21	-1	99	3	95	65	2	175	14	18
CC(C)=C1C2C=CC1C1C(=O)N(c3ccc4c(c3)OCO4)C(=O)C21 (stereo not drawn)	-24	96	2	101	106	0	96	3[fluorescence artefact?]	4[fluorescence artefact?]
Oc1ccc(N2CCN(C(c3cccnc3)c3nnnn3Cc3ccccc3)CC2)cc1 (stereo not drawn)	12[fluorescence artefact?]	72	8	99	84	10	84[fluorescence artefact?]	26[fluorescence artefact?]	31
CCOC(=O)C1=C(C)NC(=O)NC1c1ccc(OC)c(CN2CCOCC2)c1 (stereo not drawn)	-2	104	6	100	84	4	109	-5[fluorescence artefact?]	-3
CN(C)c1ccc(/C=N/N2C(=N)N(c3ccccc3)C(=S)C2=Nc2ccccc2)cc1	1	68	10	93	16*	-8	97[fluorescence artefact?]	-3[fluorescence artefact?]	10
CCCc1nnc(NC(=O)CN2CCN(C)CC2)s1	-34	111	4	100	99	11	93[fluorescence artefact?]	-1	11[fluorescence artefact?]
Cc1cc(Nc2ccc(C)c(C)c2)n2nc(C)nc2n1	0	94	10	99	81	.	101	-3	-12
CC(c1ccco1)N(C(=O)Nc1ccc(Cl)cc1)c1ccccn1 (stereo not drawn)	-3	98	-3	94	100	-16	126	-1	-14
O=C(Cn1nnc(-c2ccccc2)n1)NCc1cccs1	10[fluorescence artefact?]	92	7	102	103	0	102[fluorescence artefact?]	6[fluorescence artefact?]	-8[fluorescence artefact?]
O=C(CN(Cc1cccs1)C(=O)c1csnn1)NC1CCCC1	8	102	8	97	96	4	96	-1	-7[fluorescence artefact?]
CC(=O)N1CCc2cc(S(=O)(=O)NCCCN3CCN(Cc4ccccc4)CC3)ccc21	2	104	4	101	91	2	115	-8	-4
O=C(CN1C(=O)c2ccccc2S1(=O)=O)NC1CC2CCC1C2 (stereo not drawn)	-6	101	8	95	108	1	116	0	1
CN(C)C(=S)NCc1ccccc1	6	93	6	105	91	5	106	5	-1[fluorescence artefact?]
COc1ccc(S(=O)(=O)Nc2ccc3c(c2)COC3=O)cc1OC	-12	93	8	98	86	-6	102[fluorescence artefact?]	8	4
COc1c2ccoc2nc2c(OC)c(OCC(O)C(C)(C)O)ccc12 (stereo not drawn)	1	92	7	94	88	18	111	24	1
Cc1cc(N2CC(C(=O)NCc3cccs3)CC2=O)ccc1C(C)C (stereo not drawn)	3	77	5	95	62	-3	100	-4	-7
CCCc1nc2ccc(NC(=O)c3ccco3)cc2c(=O)n1Cc1ccccc1Cl	10	101	1	.	60	-2	121	-14	-5
CCCCNC(=O)c1ccccc1Cl	-6	105	8	105	93	-6	102	-5	5

# Quoted from the results shown (12 entries):
structure	Smad3 FoxH1 inh	HUVEC prolif 384	Candida biofilm	Fibroblast inh	H69AR growth 86K	sEH act	ERa coact pot	ERa coact inh	ERb coact inh
CCCc1nnc(NC(=O)CN2CCN(C)CC2)s1	-34	111	4	100	99	11	93[fluorescence artefact?]	-1	11[fluorescence artefact?]
Cc1cc(Nc2ccc(C)c(C)c2)n2nc(C)nc2n1	0	94	10	99	81	.	101	-3	-12
CC(c1ccco1)N(C(=O)Nc1ccc(Cl)cc1)c1ccccn1 (stereo not drawn)	-3	98	-3	94	100	-16	126	-1	-14
O=C(Cn1nnc(-c2ccccc2)n1)NCc1cccs1	10[fluorescence artefact?]	92	7	102	103	0	102[fluorescence artefact?]	6[fluorescence artefact?]	-8[fluorescence artefact?]
O=C(CN(Cc1cccs1)C(=O)c1csnn1)NC1CCCC1	8	102	8	97	96	4	96	-1	-7[fluorescence artefact?]
CC(=O)N1CCc2cc(S(=O)(=O)NCCCN3CCN(Cc4ccccc4)CC3)ccc21	2	104	4	101	91	2	115	-8	-4
O=C(CN1C(=O)c2ccccc2S1(=O)=O)NC1CC2CCC1C2 (stereo not drawn)	-6	101	8	95	108	1	116	0	1
CN(C)C(=S)NCc1ccccc1	6	93	6	105	91	5	106	5	-1[fluorescence artefact?]
COc1ccc(S(=O)(=O)Nc2ccc3c(c2)COC3=O)cc1OC	-12	93	8	98	86	-6	102[fluorescence artefact?]	8	4
COc1c2ccoc2nc2c(OC)c(OCC(O)C(C)(C)O)ccc12 (stereo not drawn)	1	92	7	94	88	18	111	24	1
Cc1cc(N2CC(C(=O)NCc3cccs3)CC2=O)ccc1C(C)C (stereo not drawn)	3	77	5	95	62	-3	100	-4	-7
CCCc1nc2ccc(NC(=O)c3ccco3)cc2c(=O)n1Cc1ccccc1Cl	10	101	1	.	60	-2	121	-14	-5

# New compounds follow.
structure	Smad3 FoxH1 inh	HUVEC prolif 384	Candida biofilm	Fibroblast inh	H69AR growth 86K	sEH act	ERa coact pot	ERa coact inh	ERb coact inh
CCc1nc(NCc2ccccn2)c2oc3ccccc3c2n1	16	86	7	100	83	.	104	-4	2
O=C(NCc1ccc2c(c1)OCO2)C1CCCN1C(=O)Nc1cccc(Cl)c1 (stereo not drawn)	15	102	-1	103	98	.	111	-4	-9
Cc1ccc(-c2nc3ncccn3c2NC2CCCCC2)o1	14	93	6	90	72	-4	95	8	-2
CC1CCN(C(=O)CSc2nc3cccnc3n2C)CC1	3	102	3	96	86	5	86	16	2
COc1ccc(OC)c(NC(=O)CCN2CCCCCC2)c1	-6	101	4	106	92	-1	46[fluorescence artefact?]	51*[fluorescence artefact?]	48[fluorescence artefact?]
COc1ccc2nc(Nc3nc(C)c(CCC(C)C)c(=O)[nH]3)nc(C)c2c1	-18[fluorescence artefact?]	84	.	108	81	1	116[fluorescence artefact?]	10	16
O=C(Cn1c(-c2ccccc2)noc1=O)Nc1ccc(S(=O)(=O)N2CCOCC2)cc1	9[fluorescence artefact?]	102	5	99	93	0	119	-3	1[fluorescence artefact?]
CCOC(=O)C1CCCN(c2ncnc3c2cnn3-c2ccc(OC)cc2)C1 (stereo not drawn)	6	111	5	108	83	3	111[fluorescence artefact?]	4[fluorescence artefact?]	5[fluorescence artefact?]
Cc1nn2c3ccccc3n(CCN3CCCCC3)c2nc1=O	-6	80	7	89	86	-4	105	-35	-18
CCCCc1ccc(-c2ccc(C)cc2O)nc1	5	112	0	97	96	-10	203*[fluorescence artefact?]	22[fluorescence artefact?]	37[fluorescence artefact?]
CCOCCCNC(=O)CS(=O)(=O)Cc1nc(-c2cccc(OC)c2)oc1C	0	102	6	101	87	2	99	-4	-21
